D2 agonist = agonists of human D2 dopamine receptor; P14416; HEK293 T-REx D2 cells, calcium flux agonist mode; activation, % at 2 µM; actives 0.53% (n = 340,000); AID 485358;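 active = activation over 3 SD above normal in the single-dose calcium agonist read, cut at about 30% in these data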; also: 0% is about no effect
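Agonism is scored from calcium flux in a force-coupled, inducible HEK293 cell line expressing D2, read kinetically for 180 s after compound addition against dopamine controls.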
TRHR enhancer = allosteric enhancers of human TRH receptor; P34981; TRHR cells, fluo-8 calcium fluorescence, EC20 TRH enhancement; enhancement, % at 2 µM; actives 0.66% (n = 360,000); in the data active = enhancement above about 30%; also: 0% is about no effect
Target sequence (P34981 whole entry, looked up): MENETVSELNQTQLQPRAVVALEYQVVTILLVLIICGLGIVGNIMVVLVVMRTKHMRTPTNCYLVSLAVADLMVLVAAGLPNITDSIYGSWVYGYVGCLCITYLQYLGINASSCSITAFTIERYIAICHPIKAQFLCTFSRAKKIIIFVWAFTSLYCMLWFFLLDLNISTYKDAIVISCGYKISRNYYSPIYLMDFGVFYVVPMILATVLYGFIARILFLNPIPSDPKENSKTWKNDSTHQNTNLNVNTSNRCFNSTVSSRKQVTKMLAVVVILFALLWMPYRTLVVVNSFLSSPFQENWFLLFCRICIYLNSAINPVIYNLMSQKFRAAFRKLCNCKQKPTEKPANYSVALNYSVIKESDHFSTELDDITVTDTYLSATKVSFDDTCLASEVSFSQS
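Enhancer read-out: after compound pinning and an initial kinetic agonist-mode read, an EC20 of TRH (10 nM final) was injected and fluo-8 calcium signal (Ex 480/Em 530) followed at 1 s/cycle for 100 cycles in TRHR-expressing cells.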
D1 PAM = potentiators of human D1 dopamine receptor. P21728. HEK293 TREx D1 cells, calcium flux, dopamine EC20 potentiation. potentiation, % at 10 µM. actives 0.036% (n = 360,000). AID 504651; in the data active = potentiation above about 30%; also: 0% is about no effect
Target sequence (P21728 whole entry, looked up): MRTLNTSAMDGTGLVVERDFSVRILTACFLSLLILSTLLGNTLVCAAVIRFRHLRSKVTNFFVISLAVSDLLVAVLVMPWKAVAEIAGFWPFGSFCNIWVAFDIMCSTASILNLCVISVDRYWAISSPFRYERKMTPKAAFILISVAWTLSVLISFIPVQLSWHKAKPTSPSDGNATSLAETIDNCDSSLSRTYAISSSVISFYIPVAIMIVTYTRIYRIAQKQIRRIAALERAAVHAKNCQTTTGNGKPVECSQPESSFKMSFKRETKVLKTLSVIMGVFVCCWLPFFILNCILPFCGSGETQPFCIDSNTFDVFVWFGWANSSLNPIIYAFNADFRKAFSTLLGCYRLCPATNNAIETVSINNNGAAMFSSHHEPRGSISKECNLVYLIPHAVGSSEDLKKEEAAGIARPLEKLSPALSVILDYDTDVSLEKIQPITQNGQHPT
D2 PAM = D2 dopamine receptor (human) potentiation; actives 0.34% (n = 340,000); HEK293 T-REx D2, calcium flux, EC20 dopamine potentiation; P14416; AID 485347; potentiation, % at 10 µM;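 active = potentiation over 3 SD above the plate norm, cut at about 30% in these data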; also: 0% is about no effect
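Cells plated with tetracycline inducer and held overnight at 30 C; calcium dye loaded 30–90 min at room temperature; baseline taken, compound added and read 180 s; EC20 dopamine then added and read 180 s.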
D2 antag = D2 dopamine receptor (human) antagonism; P14416; HEK293 TREx D2 cells, calcium flux, dopamine EC80; inhibition, % at 10 µM; AID 485344; actives 2% (n = 340,000); in the data active = inhibition above about 30%; also: 0% is about no effect
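Antagonism is scored as inhibition of an EC80 dopamine-evoked calcium signal in a force-coupled, tetracycline-inducible HEK293 T-REx D2 line, with compound present 180 s before agonist.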
D1 antag = human D1 dopamine receptor antagonism. P21728. HEK293 TREx D1 cells, calcium flux, dopamine EC80; stronger effect = lower value. activity change, negative = inhibition, % at 10 µM. actives 3.2% (n = 360,000). AID 504652; in the data active = activity change below about -30%; also: % is scaled to controls: 0 for no effect and ±100 for the full control effect
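Allosteric or orthosteric antagonism assessed as attenuation of the calcium response to EC80 dopamine, added 180 s after compound, in induced HEK293 Trex D1 cells loaded with no-wash calcium dye.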
D1 ag = human D1 receptor agonism | P21728 | HEK293 T-REx D1 cells, calcium flux, agonist mode | activation, % at 2 µM | actives 1% (n = 360,000); also: 0% is about no effect
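Tetracycline-induced HEK293 TREx D1 cells, force-coupled to calcium signalling, were dye-loaded with a no-wash calcium kit. Compound was pin-added after a 10 s baseline. Fluorescence was read kinetically at 1 cycle/s for 180 s, with calcium rises flagged as agonism.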
TRHR agonist = activates the human TRH receptor; P34981; TRHR cells, calcium flux fluo-8, FDSS agonist mode; actives 0.18% (n = 360,000); activation, % at 2 µM; also: 0% is about no effect
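In this calcium-flux screen, cells bearing human TRHR are dye-loaded with fluo-8, baselined for 10 cycles, then exposed to library compounds; positive kinetic calcium responses during the agonist phase mark hits, with TRH as control.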
RXFP1 antag = RXFP1 (human) relaxin receptor antagonism. Q9HBX9. HEK293-RXFP1, relaxin-stimulated cAMP HTRF, 30 min; stronger effect = lower value. activity change, negative = inhibition, % at 57.5 µM. actives 0.59% (n = 350,000);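 active = activity change of -60% or lower, but not beyond a set lower limit; inconclusive = change between -60% and -40%, or beyond the set limit; inactive = change above -40%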; also: % is scaled to controls: 0 for no effect and ±100 for the full control effect
* marks the source's active call; other numbers are inactive results; ? = inconclusive; . = not tested or not shown. Rule as the data show it, unless noted: active = activation above about 30%; inactive = the rest.

Each structure is followed by: TRHR agonist, D1 PAM, D1 antag, D2 agonist, D1 ag, D2 antag, RXFP1 antag, TRHR enhancer, D2 PAM
#1 Cc1ccccc1OCC(=O)Nc1ccc(OCc2cc(=O)n3ccsc3n2)cc1
  -0.1, -4, 16, 0.2, 0, ., ., 1, 8
#2 Cc1ccc(C)c(SCC(=O)OCC(=O)Nc2ncc(C(F)(F)F)cc2Cl)c1
  0.2, -6, 6, 0.7, 5, 1, -19, -6, 12
#3 Cc1cccc(NC(=S)NC(=O)c2ccc(-c3ccccc3)cc2)n1
  0.1, -8, -5, -1.0, -3, 8, -21, -2, -4
#4 Cc1cccc(N2CCN(S(=O)(=O)c3cc(C(=O)Nc4ccccc4Cl)ccc3F)CC2)c1C
  0.1, 0, 0, ., 1, ., -18, -6, -21
#5 CCCc1ccc2c(N)c(C#N)sc2n1
  -1.5, -1, -2, 0.5, 1, 18, 39, -2, 13
#6 COCCn1c(C)cc(/C=C2/NC(=O)N(c3ccc(Cl)cc3)C2=O)c1C
  0.1, -3, 19, 1.6, 2, -14, -3, -2, 9
#7 CC1=CC(C)(C(Cl)Cl)C(C)=CC1=O (stereo not drawn)
  -1.4, 0, 7, 0.6, 9, 17, -17, -2, 70*
#8 O=C(CN1CCN(c2ccccc2)CC1)Nc1nnc(-c2ccccc2)s1
  2.0, -1, -3, 0.3, 7, -2, -11, -4, -2
#9 CCc1ccc(NC(=O)Cn2c(=O)n(CCCCC(=O)NCCc3ccc(Cl)cc3)c(=O)c3ccccc32)cc1
  0.6, 1, 1, -0.1, 2, ., ., 7, -1
#10 CCN1CCC2(CC1)N=C(c1ccc(F)cc1)C(=S)N2C(=O)c1ccc(C(C)(C)C)cc1
  0.7, -10, -16, ., 6, ., -40, 12, .

3 compounds from above, arranged by molar mass, rising:
Each structure is followed by: TRHR agonist, D1 PAM, D1 antag, D2 agonist, D1 ag, D2 antag, RXFP1 antag, TRHR enhancer, D2 PAM
#5 CCCc1ccc2c(N)c(C#N)sc2n1
  -1.5, -1, -2, 0.5, 1, 18, 39, -2, 13
#1 Cc1ccccc1OCC(=O)Nc1ccc(OCc2cc(=O)n3ccsc3n2)cc1
  -0.1, -4, 16, 0.2, 0, ., ., 1, 8
#2 Cc1ccc(C)c(SCC(=O)OCC(=O)Nc2ncc(C(F)(F)F)cc2Cl)c1
  0.2, -6, 6, 0.7, 5, 1, -19, -6, 12

Going on with the list.
Each structure is followed by: TRHR agonist, D1 PAM, D1 antag, D2 agonist, D1 ag, D2 antag, RXFP1 antag, TRHR enhancer, D2 PAM
#11 CCn1cnc2sc(C(=O)O)c(C)c2c1=O
  0.7, 4, -12, 1.5, 0, -31, 0, 0, -1
#12 CCN(CC(=O)Nc1ccccc1C(F)(F)F)C(=O)Cc1cccs1
  0.7, -10, -23, 0.2, 7, -7, -2, 1, -14
#13 CCCCOC(=O)c1ccc(NC(=O)c2cc(-c3ccccc3)on2)cc1
  0.4, -1, 4, 2.2, 0, ., ., -1, 0
#14 COc1cc(/C=N/NS(=O)(=O)c2ccc(C)c([N+](=O)[O-])c2)cc([N+](=O)[O-])c1O
  0.4, -4, -1, 0.6, -1, -4, 3, -1, 5
#15 Cc1cc(C)n(CC(O)COc2ccccc2[N+](=O)[O-])n1 (stereo not drawn)
  -0.5, 6, 19, -0.3, 2, 4, -6, -2, 1
#16 CCc1cc(=O)oc2cc(OCC=C(C)C)ccc12
  -0.9, -3, 10, -0.5, -1, 7, 4, 20, 8
#17 CCCCN(c1ccccc1)c1ncnc(N)c1[N+](=O)[O-]
  0.2, 1, 4, 0.4, 6, 13, 3, -7, 21
#18 COc1cc(C2C3C(=O)N(c4ccccc4)C(=O)C3ON2c2ccccc2)ccc1O (stereo not drawn)
  -0.6, 0, 1, -0.1, 8, -28, 5, 4, 9
#19 Cc1cc(S(=O)(=O)NCC(c2ccco2)S(=O)(=O)c2cccs2)ccc1F (stereo not drawn)
  4.6, -2, ., 2.8, 7, ., 0, -3, 19
#20 COC(=O)c1cc(NC(=O)c2ccc(C)cc2)c(=O)oc1C
  -0.5, 0, -20, -0.1, 2, 7, -5, -6, -3
#21 CCOc1ccc(C(=O)N2CCC3(CC2)NCCc2[nH]cnc23)cc1OCC
  1.0, 0, 7, 0.0, 5, -6, 22, -4, 11
#22 CC(=O)c1ccc(N2CCN(c3ncnc4c3cnn4-c3cc(Cl)ccc3C)CC2)cc1
  -0.1, 1, -2, 0.3, 1, ., -11, 7, 8
#23 COc1ccc(-c2cc3ccc(O)c(CN4CCCC4)c3oc2=O)cc1
  14, -3, 7, 14, 2, ., 0, 0, -9
#24 O=C(O)/C=C\C(=O)Nc1ccc(Oc2ccc(Br)cc2)cc1
  0.7, -4, -31*, -0.7, -1, 4, -4, 0, 2
#25 COc1ccccc1NC(=O)C1=C(C)Nc2nnnn2C1c1cc(Br)ccc1OC (stereo not drawn)
  1.7, -4, 19, 1.9, 19, 14, -3, 2, -3
#26 CCOC(=O)c1ccccc1NC(=O)CN1C(=O)c2ccccc2S1(=O)=O
  -0.2, -3, 4, -0.5, 2, 4, -12, -7, -3
#27 CC(C)CN1CCc2nc(N3CCN(C)CC3)ncc2C1
  0.9, -1, -8, 6.8, 3, ., -10, 7, -5
#28 COc1cc(/C=C2\SC(=S)N(N3CCOCC3)C2=O)ccc1O
  21, -3, -18, 14, 30*, 4, -6, 0, -3
#29 C#CCOCCOCCOCCNc1nc(N2CCN(C(=O)Cn3cc(CCCCN)nn3)CC2)nc(N2CCN(C(=O)Cn3cc(CC(C)O)nn3)CC2)n1 (stereo not drawn)
  -0.1, -10, -32*, -1.8, -2, 23, ., 7, 12
#30 O=C1c2ccccc2C(=O)N1CCCCSc1nnnn1-c1ccccc1
  -0.5, 0, -30*, 0.2, 71*, 13, 4, 14, 14

An excerpt from above in order of count of non-hydrogen atoms, smallest number first.
Each structure is followed by: TRHR agonist, D1 PAM, D1 antag, D2 agonist, D1 ag, D2 antag, RXFP1 antag, TRHR enhancer, D2 PAM
#27 CC(C)CN1CCc2nc(N3CCN(C)CC3)ncc2C1
  0.9, -1, -8, 6.8, 3, ., -10, 7, -5
#20 COC(=O)c1cc(NC(=O)c2ccc(C)cc2)c(=O)oc1C
  -0.5, 0, -20, -0.1, 2, 7, -5, -6, -3
#28 COc1cc(/C=C2\SC(=S)N(N3CCOCC3)C2=O)ccc1O
  21, -3, -18, 14, 30*, 4, -6, 0, -3
#23 COc1ccc(-c2cc3ccc(O)c(CN4CCCC4)c3oc2=O)cc1
  14, -3, 7, 14, 2, ., 0, 0, -9
#26 CCOC(=O)c1ccccc1NC(=O)CN1C(=O)c2ccccc2S1(=O)=O
  -0.2, -3, 4, -0.5, 2, 4, -12, -7, -3
#21 CCOc1ccc(C(=O)N2CCC3(CC2)NCCc2[nH]cnc23)cc1OCC
  1.0, 0, 7, 0.0, 5, -6, 22, -4, 11
#25 COc1ccccc1NC(=O)C1=C(C)Nc2nnnn2C1c1cc(Br)ccc1OC (stereo not drawn)
  1.7, -4, 19, 1.9, 19, 14, -3, 2, -3
#18 COc1cc(C2C3C(=O)N(c4ccccc4)C(=O)C3ON2c2ccccc2)ccc1O (stereo not drawn)
  -0.6, 0, 1, -0.1, 8, -28, 5, 4, 9
#22 CC(=O)c1ccc(N2CCN(c3ncnc4c3cnn4-c3cc(Cl)ccc3C)CC2)cc1
  -0.1, 1, -2, 0.3, 1, ., -11, 7, 8
#29 C#CCOCCOCCOCCNc1nc(N2CCN(C(=O)Cn3cc(CCCCN)nn3)CC2)nc(N2CCN(C(=O)Cn3cc(CC(C)O)nn3)CC2)n1 (stereo not drawn)
  -0.1, -10, -32*, -1.8, -2, 23, ., 7, 12

Next part.
Each structure is followed by: TRHR agonist, D1 PAM, D1 antag, D2 agonist, D1 ag, D2 antag, RXFP1 antag, TRHR enhancer, D2 PAM
#31 CCCCN=CC1=C(O)CC(c2ccccc2)CC1=O (stereo not drawn)
  -0.5, ., 16, -0.3, 5, -7, -15, -4, -6
#32 Cc1noc(C)c1S(=O)(=O)Nc1ccc(C(=O)NC2CCCCCC2)cc1
  0.2, 3, 7, 0.8, 2, -9, -5, 9, -5
#33 C=CCc1cc(OC)ccc1OCCN(C)Cc1ccccc1
  -0.8, -5, 12, 1.1, 8, 28, -5, 2, -31
#34 Nc1nc(-c2ccc(Cl)cc2)nnc1-c1ccc(Br)cc1
  0.1, -7, -11, -0.5, 2, 12, -14, 9, 4
#35 O=C(C1CCN(S(=O)(=O)c2ccc(Br)s2)CC1)N1CCN(c2ccc(F)cc2)CC1
  -0.6, -4, -16, -0.2, 3, ., 7, 8, 3
#36 O=C(CCCc1c[nH]c2ccccc12)N1CCN(c2ccc(N3CCOCC3)nn2)CC1
  -0.3, -6, 3, 1.3, 3, 1, ., -1, 9
#37 CCOC(=O)c1c(C)[nH]c(C(=O)COC(=O)[C@H](C)NC(=O)c2ccccc2Cl)c1C
  0.1, -5, 16, 1.1, 0, 7, 4, 7, -6
#38 Cc1ccc(NC(=O)CN(C)S(=O)(=O)c2ccc3c(c2)CCC(=O)N3)c(C)c1
  -0.4, -3, -10, ., 1, ., -1, 2, -3
#39 O=C(CCS(=O)(=O)c1ccc(F)cc1)Nc1nc(-c2ccncc2)cs1
  0.1, -1, -1, -0.3, 12, 10, 0, -2, 2
#40 CCOC(=O)N1CCN(C(=O)COc2ccc(Br)cc2)CC1
  0.0, 4, 4, -0.8, 2, -5, 11, -3, -3
#41 COc1ccccc1CCC(=O)Nc1cccc(S(=O)(=O)N2CCCCCC2)c1
  0.9, 4, 0, 2.9, 3, -1, -12, -4, 3
#42 Cc1[nH]c2ccccc2c1C(=O)CSc1nc2ccccc2c(=O)n1CCCN1CCOCC1
  0.8, -5, -6, 2.0, 3, 6, -27, 16, 7
#43 O=Cc1ccc(OCc2nnsc2Cl)cc1
  -0.1, -4, -3, 1.4, 3, -17, -17, 14, 14
#44 Cc1nnc(NC(=O)CCn2c(=O)oc3ccc(Cl)cc32)s1
  -0.2, -6, -19, 0.3, 4, 3, ?, -7, -6
#45 COc1ccc(CNC(=O)c2cc3c(s2)-c2ccccc2OC3)cc1
  0.5, -4, -24, 0.5, 5, ., ., -9, -24
#46 COc1ccc(CNS(=O)(=O)c2ccc(C(=O)N(C)C)s2)cc1
  0.6, 0, -2, 1.4, -2, ., ., -1, -3
#47 CCOc1ccccc1NC(=O)C1=C(C)NC(=S)NC1c1cccs1 (stereo not drawn)
  -0.5, -4, 27, -0.1, 3, 8, -2, 14, 4
#48 O=C(CSc1nnc(-c2cccnc2)n1-c1ccccc1)Nc1ccc2c(c1)OCO2
  -0.6, -4, -61*, -0.3, 0, -19, -1, -3, -3
#49 O=C(O)c1cc(N2C(=O)CCC2=O)ccc1Cl
  0.3, 0, -29, 0.0, 3, 0, 0, -2, 4
#50 Cc1ccccc1-c1cc(C(=O)NCC2CC2)nn1CC1CC(c2cccc([N+](=O)[O-])c2)=NO1 (stereo not drawn)
  -0.6, 4, ., -1.1, 0, -1, ., -11, -5

Screens (PubChem)
